Lipid storage S3 = qHTS Assay for Lipid Storage Modulators in Drosophila S3 Cells. 320,000 tested, 0.64% active. Drosophila S3 cells, BODIPY lipid droplet fluorescence, 18-24 h; cells fed with added oleic acid. AID 2685. lipid storage change, negative = inhibition, % at the top dose, mostly 46.1 µM; hits show Potency in µM; active means well fitted inhibition curve with a large enough effect in the signal ratio, with a control signal flat, not every such curve was filed as active; inconclusive means small, poorly fitted or top-dose-only effect, or effect the other way, or a change in a side signal; the % refers to the signal ratio
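Drosophila S3 cells loaded with oleic acid (400 uM, as added) and compounds at several concentrations; lipid droplets imaged by 488-nm laser-scanning cytometry, 500–530 nm intensity and object ratio to cell channel. Percent activity normalized to 20 uM Triacsin C.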
Lipid storage S3 cell count max = further read-out of Lipid storage S3, marked with its call; cell number change, %; measured here: cell count max response;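 cells counted by Cell Tracker Red CMTPX staining in the red channel; peak over a dose series mostly up to 46.1 µM; percent activity relative to internal control wells on each plate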
Active calls of the source: *; i = inactive; ? = inconclusive; nt = not tested or not shown. On the % scale 0 is the no-effect control and ±100 the full control effect; potency means the concentration at half of the fitted maximal effect. These rows are one share of the data, so the mix of outcomes need not match the whole.

Sample of the layout:
SMILES	Lipid storage S3	Lipid storage S3 cell count max
COc1ccccc1Nc1nc(N)nc(CN2CCC(Cc3ccccc3)CC2)n1	?	nt
Cc1[nH]c2ccccc2c1C(=O)C(C)OC(=O)c1ccccc1NCCO (centres undefined)	?	nt
Cc1ccc(Nc2nc(N)nc(CCl)n2)cc1	?	nt
O=C(CCC(=O)Nc1ccc(F)cc1)N/N=C/c1ccccc1	-4%	-12
CN1CCN(C(=O)Nc2ccccc2CC[N+](=O)[O-])CC1	i	nt
CC(=O)c1ccc(N2CC(C)(C)C2=O)cc1	?	nt
O=C(COC(=O)C1CCN(c2ccc(C(F)(F)F)cn2)CC1)NC1CCCCC1	?	nt

Results, repeating the preview:
SMILES	Lipid storage S3	Lipid storage S3 cell count max
COc1ccccc1Nc1nc(N)nc(CN2CCC(Cc3ccccc3)CC2)n1	?	nt
Cc1[nH]c2ccccc2c1C(=O)C(C)OC(=O)c1ccccc1NCCO (centres undefined)	?	nt
Cc1ccc(Nc2nc(N)nc(CCl)n2)cc1	?	nt
O=C(CCC(=O)Nc1ccc(F)cc1)N/N=C/c1ccccc1	-4%	-12
CN1CCN(C(=O)Nc2ccccc2CC[N+](=O)[O-])CC1	i	nt
CC(=O)c1ccc(N2CC(C)(C)C2=O)cc1	?	nt
O=C(COC(=O)C1CCN(c2ccc(C(F)(F)F)cn2)CC1)NC1CCCCC1	?	nt
CC(C)n1nc(C(=O)OCC(=O)N2CC(=O)Nc3ccccc32)c2ccccc2c1=O	?	nt
C=C(C)C1CC=C(C)/C(=N/NC(=O)c2ccc(NC(=O)CC)cc2)C1 (centres undefined)	i	25
CCCCn1c(N)c(N(CCOC)C(=O)C2CCCN(C(=O)c3ccc(Cl)cc3)C2)c(=O)[nH]c1=O (centres undefined)	?	nt
CC1Sc2ccc(C(=O)Nc3ccccc3OC(F)F)cc2NC1=O (centres undefined)	?	nt
Cc1c(CN2CCC(CO)(Cc3cccc(C(F)(F)F)c3)CC2)c2ccccc2n1C	-9%	-12
CCCN1C=CC(=CC=C(C#N)C#N)C=C1	i	nt
CCOC(=O)C1CCCN(c2cc(C)nc3cc(-c4ccc(Cl)cc4)nn23)C1 (centres undefined)	?	nt
COc1ccccc1CC(=O)NN1C(=O)NC2(CCC(C)CC2)C1=O (centres undefined)	?	nt
O=C(COc1ccccc1Cl)NC(=S)Nc1ccc(CN2CCOCC2)cc1	?	nt
Cc1ccc(-n2nnc3c(SCC(=O)NCC4CCCO4)ncnc32)cc1 (centres undefined)	?	nt
COC(=O)c1ccc(NC(=O)CSC2=NCCN2)cc1	-2%	1
CC(C(=O)N1CCc2ccccc21)N1CCN(S(=O)(=O)c2cccs2)CC1 (centres undefined)	?	nt
CN(C)C=Nc1ncc2c3ccccc3n(CCN(C)C)c2c1C#N	?	nt
CCc1cc2ccc(OC)cc2nc1SCC(=O)NNC(C)=O	2%	25
Clc1ccccc1-c1nc(/C=N/N2CCOCC2)c2ccccn12	?	nt
CC1=NN(c2ccc(F)cc2)C(=O)C1C(c1cccc(O)c1)c1c(C)[nH]n(-c2ccc(F)cc2)c1=O (centres undefined)	-11%	nt
COCCNC(=O)c1cnn2c(C(F)(F)F)cc(-c3ccc4c(c3)OCO4)nc12	?	nt
COc1ccc(CNC(=O)C2CCC(CNS(=O)(=O)c3cccc4cccnc34)CC2)cc1 (centres undefined)	i	2
C1CCC2(CC1)OCC1(CO2)COC2(CCCCC2)OC1	?	nt
O=C(Nc1cccn(Cc2c(Cl)cccc2Cl)c1=O)C1CC1	6%	-4
CCOC(=O)N1CCN(CC(O)COCc2ccc(OC)c(OC)c2)CC1 (centres undefined)	?	nt
Cc1ccc(C(=O)N/C(=C\c2cn(S(=O)(=O)N(C)C)c3ccccc23)C(=O)NCCCn2ccnc2)cc1	i	nt
Cc1occc1C(=O)Nc1nccs1	i	18
COc1ccc(OC)c(NC(=O)Cn2c(CCC(=O)O)ccc2-c2ccccc2)c1	5%	1
O=C(Nc1nnc(-c2ccncc2)s1)C1CCCO1 (centres undefined)	i	nt
CCc1cccc(N(C(=O)c2csnn2)C(C(=O)NC(C)(C)C)c2ccccn2)c1 (centres undefined)	12%	7
Cc1ccc(NC(=O)Nc2ccc3oc(C)nc3c2)cc1	?	nt
CC(=O)N1CCN(C(=O)c2ccc3oc(CCCc4ccccc4)nc3c2)CC1	i	-4
N#Cc1nc(COc2ccc(Cl)cc2)oc1N1CCCCCC1	?	nt
CSCCC(NC(=O)c1ccc([N+](=O)[O-])cc1Cl)C(=O)OCC(=O)NC1CCCC(C)C1C (centres undefined)	?	nt
O=C(C1CCC(Cn2c(=S)[nH]c3ccccc3c2=O)CC1)N1CCOCC1 (centres undefined)	?	nt
Cc1cc(-c2nn(-c3ccccc3F)cc2CN2CCCC(O)C2)c(C)s1 (centres undefined)	7%	0
Cc1cccc(NC(=O)c2cc(S(=O)(=O)N3CCc4ccccc43)cn2C)c1C	?	nt
Cn1c(SCC(=O)NNC(=O)c2ccc(Cl)cc2)nnc1-c1cccnc1	18%	4
CN1CC2([N+](=O)[O-])CC=C(OCCO)C([N+](=O)[O-])(C1)C2 (centres undefined)	?	nt
COC(=O)c1cc(S(=O)(=O)N(C)Cc2ccco2)c[nH]1	i	19
CC(C)CN(C(=O)COC(=O)/C=C/c1ccc(Cl)c(Cl)c1)c1c(N)n(Cc2ccccc2)c(=O)[nH]c1=O	?	nt
O=C(CNc1cccc(S(=O)(=O)N2CCCC2)c1)Nc1ccc(F)cc1F	?	nt
COc1ccc(Nc2nc(-c3sc(C)nc3C)cs2)cc1	?	nt
CN1CCN(c2nc3c(c(=O)[nH]c(=O)n3C)n2CCCSc2nnnn2-c2ccccc2)CC1	?	nt
O=C(Nc1cccc(S(=O)(=O)N2CCCC2)c1)c1ccc2c(=O)n3c(nc2c1)CCCCC3	i	nt
CC(C)(CO)N1CCN(C(=S)Nc2ccccc2)CC1	3%	-7
CCC(Oc1ccccc1)C(=O)Nc1ccc(-c2nnc(-c3ccco3)o2)cc1 (centres undefined)	i	nt
Cc1cc(C(=O)CCC(=O)NNC(=O)c2ccccc2O)c(C)s1	?	nt
Cc1cc(/C=C(\C#N)C(=O)Nc2ccccc2)c(C)n1-c1cccnc1	1%	-8
Cn1c(N)c(S(=O)(=O)N2CCN(c3ccccc3F)CC2)c(=O)n(C)c1=O	?	nt
O=C(c1ccco1)N(Cc1ccc([N+](=O)[O-])cc1)c1ccc(Cl)cc1	12%	-14
Cc1cccc(OCC(=O)Nc2cccc(-c3nnc(-c4ccccc4)o3)c2)c1C	?	nt
CC1CCN(C(=S)NC(=O)c2cccc([N+](=O)[O-])c2)CC1	-29%	-2
COc1ccc(-c2cc(=O)oc3c(C)c(OC(C)C(=O)Nc4ccc(CN5CCOCC5)cc4)ccc23)cc1 (centres undefined)	i	16
N#CCCn1nc(-c2ccc(Br)cc2)cc1Nc1ccccc1NC(=O)C(F)(F)F	?	nt
COc1ccc(NC(=O)CSc2nnc(-c3ccncc3)o2)c(OC)c1	?	nt
CN(CC(=O)Nc1cccc(F)c1)C(=O)CC1CCCC1	?	nt

Remaining list, next part:
SMILES	Lipid storage S3	Lipid storage S3 cell count max
Cc1ccc(CN2C3CCCC2CC(NC(=O)c2ccc(C)cc2)C3)cc1 (centres undefined)	-11%	5
CCOc1cc(C=C(C(=O)OC)C(=O)OC)ccc1OCc1ccc([N+](=O)[O-])cc1	?	nt
O=C(/C=C/c1ccco1)OCC(=O)c1cccc([N+](=O)[O-])c1	?	nt
O=C(O)CC[C@@H](C(=O)O)N1C(=O)c2ccccc2C1=O	?	nt
O=C(OCc1cc2ccccc2[nH]c1=O)C1CCCCC1	?	nt
c1csc(CNc2ccc3c(c2)OCCO3)c1	?	nt
Cc1ccc(NC(=S)Nc2ccc(F)cc2)c(C)c1	?	nt
O=C(CCC1CCCC1)Nc1ccc(Br)cn1	?	nt
Cc1ccccc1C(=O)Nc1ccnn1C1CCN(Cc2c(C)n(C)c3ccccc23)CC1	-18%	1
CN1CCN(c2ccccc2NC(=O)c2ccc(-c3ccc(Cl)cc3Cl)o2)CC1	?	nt
Cc1ccsc1C=Nc1c(C)n(C)n(-c2ccccc2)c1=O	i	8
CC1CCCC(NC(=O)COC(=O)CCC2CCCC2)C1C (centres undefined)	?	nt
NS(=O)(=O)Oc1ccccc1	-8%	-5
COc1ccc(-c2csc3ncnc(N4CCN(Cc5ccccc5)CC4)c23)cc1	?	nt
Cn1cnnc1Sc1nc2c(c(=O)n(C)c(=O)n2C)n1Cc1ccccc1Cl	3%	16
O=C1C2C3C=CC(CNS(=O)(=O)c4ccccc4[N+](=O)[O-])(O3)C2C(=O)N1c1ccccc1 (centres undefined)	?	nt
N#C/C(=C\c1cccnc1)C(=O)Nc1cccc2ccccc12	?	nt
N#Cc1nc(COc2cccc(Cl)c2)oc1NCCN1CCOCC1	?	nt
O=C1Nc2ccccc2/C1=C/C(=O)c1cccs1	?	nt
COc1ccc(C(=O)NCc2nnc(SCC(=O)Nc3ccc4c(c3)OCO4)o2)cc1	?	nt
COc1ccc2cc(C=NS(=O)(=O)c3ccc(C)cc3)n(C)c2c1	?	nt
CSc1sccc1/C=N/NC(=O)c1ccncc1	-2%	13
O=C(COc1cccc2ccccc12)NNC(=O)CSCCO	?	nt
CC1(C)NC(=O)N(Cc2cc(=O)n3ccsc3n2)C1=O	-10%	22
O=C(COc1ccc2ccc(=O)oc2c1)NC1CCN(Cc2ccccc2)CC1	?	nt
CC1CCCCC12NC(=O)N(CC(=O)Nc1ccc3[nH]c(=O)[nH]c3c1)C2=O (centres undefined)	?	nt
O=C(Cc1ccccc1)N1CCN(c2ccc([N+](=O)[O-])cc2)CC1	i	nt
Cc1ccc(SCc2nc3ccccc3n2CC(=O)Nc2ccc(Cl)cc2)cc1	12µM*	-17*
CCOc1ncccc1C(=O)OCc1nnc(-c2ccccc2)o1	?	nt
Cc1cc(Cn2nc(-c3ccccc3)cc2C(=O)NCC2CC2)on1	-22%	-13
COCCNc1c([N+](=O)[O-])c(=O)n(-c2ccccc2)c2ccccc12	8%	19
Cc1ccc(NC(=O)COC(=O)C2=NN(c3ccccc3)C(=O)CC2)c(Br)c1	?	nt
NC(=S)Cc1nc(-c2ccccc2)cs1	?	nt
Cc1ccc(/C=N/NC(=O)c2cccc(S(=O)(=O)Nc3ccccc3Cl)c2)o1	11%	5
COc1ccccc1NS(=O)(=O)NC(=O)c1c(C)[nH]c2ccccc12	i	7
COc1ccccc1-c1nnc(SC)n1C	-12%	-6
Fc1cccc(-c2cc3nc(-c4ccccc4)cc(N4CCC5(CC4)OCCO5)n3n2)c1	3%	2
Cc1ccc(C2=NN(Cc3nnc(-c4ccccc4)o3)C(=O)SC2)cc1	?	nt
COCCCC1CCN(C(=O)C2CCC(=O)N(CCc3ccccc3)C2)CC1 (centres undefined)	2%	0
COc1ccccc1NC(=O)C(=N\O)/C(C)=N/O	?	nt
COC(=O)[C@H](CCSC)NC(=O)Cn1ccc(NC(=O)OCc2ccccc2)nc1=O	?	nt
Cc1ccc(C(=O)NC2CC(C)(C)NC(C)(C)C2)cc1S(=O)(=O)N1CCCCC1	-3%	4
CCOc1ccccc1NC(=O)c1cccc(NC2=NC3CS(=O)(=O)CC3S2)c1 (centres undefined)	i	11
CN1CC(=O)Nc2ccc(Br)cc2C1=O	-8%	6
CCOC(=O)c1cccc(NC(=O)c2cccnc2)c1	6%	-22
Cc1ccc(NNC(=O)c2c(F)cccc2Cl)cc1Cl	-1%	9
Cc1noc(C)c1CSCC(=O)Oc1ccc(N(C)S(=O)(=O)c2ccc(Cl)cc2)cc1	?	nt
O=C(Nc1cccc(S(=O)(=O)N2CCCCCC2)c1)c1ccc2c(c1)OCO2	?	nt
Cc1onc(-c2c(F)cccc2Cl)c1C(=O)ONC(=O)c1ccco1	?	nt
O=C(COC(=O)COc1ccc(Cl)cc1)NC1CCCCCC1	?	nt
COc1ccc(/C=C/C(=O)OCC(=O)c2ccc3c(c2)NC(=O)CO3)cc1	4%	-10
COc1ccccc1-n1c(-c2ccc(F)cc2)coc1=O	8%	9
CC(=O)c1ccc(NC(=O)C2(c3ccccc3)CC2(Cl)Cl)cc1 (centres undefined)	-1%	12
COc1ccc(OC)c(/C=C2\SC(=S)N(N3CCOCC3)C2=O)c1	-8%	12
S=c1[nH]nc(-c2ccccc2)n1/N=C/C=C/c1ccco1	-8%	-19
CN1CCN(/C=N/c2c(C#N)cnn2Cc2ccccc2)CC1	?	nt
CCN(CC)CCn1c(=S)[nH]c2ccc(Cl)cc2c1=O	8%	-5
O=C(CSc1nnc(CCc2ccccc2)n1-c1ccc(Cl)cc1)c1ccccc1	-7%	-20
COc1cccc(CNC(=O)CSc2nnc3c(n2)[nH]c2ccccc23)c1	?	nt

Source: PubChem BioAssay (National Center for Advancing Translational Sciences (NCATS))
